Bioassay records from PubChem BioAssay.
L929 necroptosis: inhibitors of zVAD-triggered necroptosis, primary screen, L929 cells | L929 zVAD necroptosis rescue, ATP luminescence, 24 h; with zVAD 60 µM | actives 0.38% (n = 220,000) | viability rescue, % at 10 µM;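 active = activation, scaled between plate controls, above about 75%, limit read from the data; inactive = activation under that limit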;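 note: 0% = zVAD with DMSO and 100% = DMSO alone without zVAD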
PGE2 EP2 inh: human EP2 receptor antagonists, primary screen, TR-FRET cAMP, C6 glioma cells; actives 0.52% (n = 260,000); AID 1422, 2008; C6 glioma cells expressing human EP2; cells stimulated with saturating PGE2; inhibition, % at 25 µM;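 active = percent inhibition above 40 after rounding to a whole number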;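 note: rat C6 glioma host cells with rolipram phosphodiesterase inhibitor present; the protocol text gives 20 µM as final concentration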
m-calpain inh: inhibitors of pig calpain II, primary screen, biochemical, fluorogenic peptide substrate, 1536-well; actives 0.37% (n = 220,000); AID 1236, 2008; inhibition, % at 16 µM; purified calpain II, 30 min;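 active = inhibition above about 50%, limit read from the data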
Rad51 HR inh: human RAD51 strand exchange inhibitors, primary screen, biochemical, fluorescence | AID 1385, 2008 | actives 0.085% (n = 200,000) | inhibition, % at 10 µM | hRad51 DNA strand exchange, fluorescence dequenching;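 active = inhibition above 40% at the single screening dose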;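 note: 0% = DMSO control wells and 100% = blanks with heterologous ssDNA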
Target sequence (Q06609 whole entry, looked up): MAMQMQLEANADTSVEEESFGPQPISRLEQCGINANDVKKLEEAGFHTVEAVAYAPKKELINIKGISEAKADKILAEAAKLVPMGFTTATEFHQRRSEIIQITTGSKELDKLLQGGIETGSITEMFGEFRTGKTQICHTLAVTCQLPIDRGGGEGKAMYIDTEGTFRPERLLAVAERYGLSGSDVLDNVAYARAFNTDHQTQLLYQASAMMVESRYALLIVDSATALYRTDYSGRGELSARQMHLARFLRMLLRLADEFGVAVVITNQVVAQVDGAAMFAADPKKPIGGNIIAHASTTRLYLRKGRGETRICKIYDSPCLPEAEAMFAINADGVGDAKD
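Test system: preformed human Rad51 ssDNA filaments; also added: Donor/quencher-labelled 47-bp dsDNA substrate; doses: 10 µM final, single point; times: 37 °C 15-min filament assembly, 30-min compound preincubation, 15-min exchange; detection: FRET fluorescence dequenching, excitation 485 nm, emission 520 nm; read-out basis: Fluorescence-based percent inhibition, control- and blank-normalised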
Tb hexokinase: Trypanosoma brucei hexokinase 1 inhibitors, primary screen, biochemical, G6PDH-coupled NADH absorbance, MLSCN library | hexokinase 1 [Trypanosoma brucei] | actives 0.11% (n = 220,000) | AID 1430, 2008 | inhibition, % at 10 µM | recombinant TbHK1, G6PDH-coupled NADH A340;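 active = inhibition of 50% or more in the single-dose primary screen; inactive = inhibition below 50%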
Hck Nef HTS: inhibitors of Nef-activated human Hck kinase, primary screen, biochemical, Z-Lyte FRET, 384-well, Hck-YEEI; inhibition, % at 20 µM; actives 0.68% (n = 220,000); AID 463187, 2010; Recombinant Hck-YEEI plus Nef, Z-Lyte FRET kinase assay;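 active = Hck-Nef kinase inhibition above about 50%, limit read from the data; inactive = inhibition below that limit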;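 note: 0% = DMSO with Hck plus Nef and 100% = Hck alone without Nef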
Target sequence (P08631 whole entry, looked up): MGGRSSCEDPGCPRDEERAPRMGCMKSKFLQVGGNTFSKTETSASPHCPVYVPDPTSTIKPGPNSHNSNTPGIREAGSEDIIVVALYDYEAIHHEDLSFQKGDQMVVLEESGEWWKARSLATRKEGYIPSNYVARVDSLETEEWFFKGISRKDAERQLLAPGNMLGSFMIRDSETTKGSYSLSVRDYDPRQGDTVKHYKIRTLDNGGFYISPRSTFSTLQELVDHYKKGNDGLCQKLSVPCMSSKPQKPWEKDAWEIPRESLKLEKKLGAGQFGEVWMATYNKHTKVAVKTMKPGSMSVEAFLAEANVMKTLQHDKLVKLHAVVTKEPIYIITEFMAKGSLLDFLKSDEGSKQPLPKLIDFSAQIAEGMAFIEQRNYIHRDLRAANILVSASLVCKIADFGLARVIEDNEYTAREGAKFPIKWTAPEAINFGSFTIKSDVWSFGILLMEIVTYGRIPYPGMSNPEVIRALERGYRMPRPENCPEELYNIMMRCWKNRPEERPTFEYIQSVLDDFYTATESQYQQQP
14-3-3 Bad PPI: inhibitors of 14-3-3 zeta/Bad binding, primary screen, biochemical, TR-FRET, bovine 14-3-3 zeta. 14-3-3 protein zeta/delta (Bos taurus), P63103. TR-FRET 14-3-3zeta/Dy647-pBad peptide displacement, 1 h. inhibition, % at 21.7 µM. actives 0.71% (n = 220,000);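 active = inhibition above about 70%, limit read from the data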;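 note: 0% = full 14-3-3 plus peptide FRET controls and 100% = background without 14-3-3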
Target sequence (P63103 whole entry, looked up): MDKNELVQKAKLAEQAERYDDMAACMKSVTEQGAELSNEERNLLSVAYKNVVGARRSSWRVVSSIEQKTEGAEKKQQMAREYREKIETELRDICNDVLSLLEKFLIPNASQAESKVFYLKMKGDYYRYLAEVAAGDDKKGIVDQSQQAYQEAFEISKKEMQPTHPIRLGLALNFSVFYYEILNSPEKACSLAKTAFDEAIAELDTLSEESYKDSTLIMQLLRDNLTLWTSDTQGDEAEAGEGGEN
EP2 mod: EP2 receptor modulators, cAMP readout, primary screen, cell-based, HTRF cAMP, PGE2 stimulation; Prostaglandin E2 receptor EP2 subtype (Homo sapiens), P43116; EP2-expressing cells, cAMP HTRF FRET, PGE2 co-stimulation; induction, % at 25 µM; actives 0.83% (n = 260,000); AID 940, 2007;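 active = compounds whose cAMP rise, as percent of the full-agonist control response, exceeds 60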;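 note: rat C6 glioma line stably carrying human EP2 under a CMV promoter; the protocol text gives 20 µM as final concentration; 100% = response of wells given 1 µM PGE2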
eIF4E-4G inh: eIF4E–eIF4G protein interaction inhibitors, primary screen, biochemical, uHTS, TR-FRET, eIF4GI fragment; Eukaryotic translation initiation factor 4E (Mus musculus) + Eukaryotic translation …; TR-FRET eIF4E-eIF4GI(517-606) binding, 2 h; inhibition, % at 21.7 µM; actives 0.37% (n = 220,000);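 active = inhibition above about 30%, limit read from the data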;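 note: 0% = full FRET control wells and 100% = background wells lacking eIF4GI fragment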
* hit, by the source's call; i = inactive; . = no result given; & = joins results of further samples; [ ] = another dose, or the depositor's remark. These rows are one share of the data (hit frequency here may not be typical).

nr | canonical_smiles | L929 necroptosis | PGE2 EP2 inh | m-calpain inh | Rad51 HR inh | Tb hexokinase | Hck Nef HTS | 14-3-3 Bad PPI | EP2 mod | eIF4E-4G inh
1 | Nn1c(SCC(=O)N2CCOCC2)nnc1C1CC1 | 2.5 | 6.0 | -28.3 | -3.6 | 2.4 | 21.0 | -19.2 | 20.6 | -1.3
2 | C=CCOc1ccccc1/C=N/O | 0.0 | 8.6 | 6.2 | -0.2 | -0.5 | 2.6 | -3.4 | 6.4 | 3.7
3 | Cc1nc(C)c(/C(O)=C/c2nc3ccc([N+](=O)[O-])cc3oc2=O)o1 | 1.4 | 0.1 | -12.3 | -0.6 | -13.4 | 22.9 | -27.9 | 14.1 | -3.0
4 | CC1CN(S(=O)(=O)c2ccc(C(=O)O)cc2)CC(C)O1 (stereo not given) | 0.6 | 5.6 | -4.2 | 14.6 | -4.0 | 12.8 | 4.4 | 20.4 | -1.3
5 | CN(C)/C=C/C(=O)c1cnc(-c2ccccc2Cl)s1 | 8.4 | 4.8 | 34.1 | 7.1 | -15.6 | 28.2 | -12.5 | -22.5 | -1.2
6 | COc1ccc(C)cc1NC(=S)NC12CN3CN(CN(C3)C1)C2 | 0.1 | 5.7 | -22.8 | 19.8 | 2.8 | -5.6 | -7.7 | 15.2 | -0.7
7 | CCOC(=O)c1nc2sc3c(c2c(=O)[nH]1)CCCC3 | 0.0&0.3 | 11.4&10.1 | i | -3.1&8.3 | -15.1&-27.0 | 0.5&13.8 | 13.0&2.8 | 22.2&3.0 | -4.7&0.3
8 | Cc1nccn1-c1cc(C(C)(C)C)nc2c(-c3ccccc3)cnn12 | 0.8 | 7.3 | 0.0 | -6.8 | 15.3 | 0.5 | 2.4 | 33.3 | -0.6
9 | Cc1ccc(C(=O)N(CN2CCCC2=O)c2ccc(F)cc2)cc1 | -0.3 | 6.4 | -8.7 | -0.6 | -0.3 | 1.8 | 6.2 | 10.2 | -3.9
10 | COc1ccc(OC)c(NC(=O)C2CCN(c3cc(-c4ccccc4)nc4ncnn34)CC2)c1 | -0.1 | 8.7&8.9 | -27.6 | 3.7 | -21.3 | 12.0 | -5.2 | -33.6&-18.2 | 12.9
11 | CSc1nnc(CNC(=O)c2ccccc2)n1-c1cccc(C)c1 | 0.7 | 6.3 | -0.3 | 10.7 | -2.8 | -0.8 | -0.3 | 6.0 | -0.5
12 | CCC(=O)Oc1ccc2c(C)cc(=O)oc2c1C(=O)c1ccccc1 | 0.1 | 2.0 | -85.3 | 3.4 | -15.9 | 2.5 | 0.0 | 69.2* | 24.0
13 | Cc1cc(C)c(S(=O)(=O)N2CCN(C(=O)c3cccs3)CC2)c(C)c1 | 0.8 | 10.6 | 17.5 | -8.9 | 9.4 | -10.3 | 0.2 | -66.8 | 2.1
14 | COc1ccccc1/C=C/C=N/NC(=O)CCn1nnc2ccccc21 | 1.3 | 3.8 | 15.7 | 8.2 | -25.7 | 1.1 | 2.8[fluorescence artefact?] | -5.2 | -1.7[fluorescence artefact?]
15 | COCCN1CN(S(=O)(=O)c2ccc(Cl)cc2)c2nc3ccccc3nc21 | -0.1 | 14.7 | -17.4 | -6.6 | -9.1 | -4.0 | 8.1 | 11.0 | -3.0
16 | Cc1cc(NC(=O)CCC(=O)NNC(=O)c2ccc(C(C)(C)C)cc2)no1 | 1.3 | 4.8 | -0.9 | 9.0 | 36.3 | 5.6 | 17.4[fluorescence artefact?] | 2.7 | 11.4
17 | COc1ccc(C)cc1S(=O)(=O)N(CC(N)=O)Cc1ccccc1 | -0.6 | 7.6 | -27.2 | 7.5 | -1.0 | 10.7 | -3.9 | 11.6 | 4.3
18 | CCn1cc(C(=O)N2CCN(c3ccc(OC)cc3)CC2)c(=O)c2cc(S(=O)(=O)N3CCCCC3)ccc21 | -0.7 | 5.2 | 0.7 | -8.3 | -13.9 | 28.3 | -8.4 | -26.3 | 4.0
19 | Cc1ccccc1NC(=S)Nc1cccc2cnccc12 | -0.7 | 15.4 | 13.5 | 2.9 | -6.3 | -0.7 | -5.7 | -25.6 | -0.7
20 | O=C(CC1Sc2ccccc2NC1=O)OCc1cc(=O)oc2cc(O)ccc12 (stereo not given) | 0.4 | 8.0 | -484.8 | -0.3 | 14.0 | 13.5 | -14.5 | -31.7 | 15.1
21 | O=C(NC(=S)NCc1cccnc1)c1ccccc1[N+](=O)[O-] | -0.4 | 0.4 | 12.6 | -6.5 | 2.5 | -3.0 | -2.9 | 13.2 | 8.1[fluorescence artefact?]
22 | Cc1cccc(C)c1OCCN1C(=O)NC(C)(c2ccccc2)C1=O (stereo not given) | 0.0 | 5.4 | 29.0 | . | -6.3 | -20.6 | -1.1 | -18.2 | -2.6
23 | CC1=NNC(=O)C1CC(=O)N/N=C/C(C)=C/c1ccccc1 (stereo not given) | 0.0 | 8.7 | 2.4 | -3.6 | -11.3 | 16.6 | 2.0 | 15.3 | -1.9
24 | COC(=O)c1ccc(CNC(=O)CSc2nnc(COc3ccccc3)n2C)o1 | 0.4 | -1.1 | -3.9 | -3.7 | -1.0 | 4.8 | 0.7 | 18.9 | 2.8
25 | Cc1ccccc1NC(=S)NC(C)CCc1ccccc1 (stereo not given) | -1.1 | 13.7 | 19.8 | -0.5 | 4.2 | -0.9 | 1.2 | 2.2 | -1.3

nr | canonical_smiles | L929 necroptosis | PGE2 EP2 inh | m-calpain inh | Rad51 HR inh | Tb hexokinase | Hck Nef HTS | 14-3-3 Bad PPI | EP2 mod | eIF4E-4G inh
26 | Cc1cc(C)c2nc(C)cc(Nc3ccc(C(=O)N(C)C)cc3)c2c1 | 0.9 | 2.1&13.7 | 10.8 | 19.1 | -31.1 | 16.1 | 7.0 | -19.1&-26.1 | -4.3
27 | CCOc1cc2nc(-c3ccc(OC)c(OC)c3)nc(NCCCN3CCOCC3)c2cc1OC | 0.0 | 0.2 | -65.4 | 10.8 | -48.9 | -1.1 | 5.1 | -21.2 | 4.8
28 | COc1ccccc1/C=C/C=N/NC(=O)c1ccc(=O)n(C)c1 | 1.4 | 12.4 | -17.1 | . | -91.6 | 3.2 | -24.5 | -12.9 | -6.1
29 | C1=C(CCNc2ncnc3c2[nH]c2ccccc23)CCCC1 | 6.5 | 18.3 | 33.0 | -0.1 | -2.6 | 2.3 | -4.2[fluorescence artefact?] | -13.4 | 4.3
30 | Cc1ccc(-n2ncc3c(NCc4ccccn4)ncnc32)c(C)c1 | -0.4 | 13.6 | -41.5 | -1.3 | -6.8 | 0.0 | 18.6[fluorescence artefact?] | -17.5 | 1.6[fluorescence artefact?]
31 | O=C(NC(=S)Nc1cccc(NC(=S)NC(=O)c2ccco2)n1)c1ccco1 | -0.4 | 9.4 | 16.6 | -3.9 | -19.6 | 27.8 | 49.0 | 30.7 | -1.2
32 | CC(=O)Oc1ccc2ccccc2c1C(NC(=O)Cc1ccccc1)c1ccccc1 (stereo not given) | 0.1 | 2.8 | -5.6 | -4.6 | 3.9 | -0.7 | -1.3 | 65.0* | -12.9
33 | CC(=O)Nc1nnc(SCc2ccc(C(=O)Nc3ccccc3F)cc2)s1 | 1.7 | 3.6 | -19.6 | -28.2 | -5.1 | 20.8 | -16.9 | -54.7 | -3.0
34 | CCOC(=O)C1=C(O)/C(=C\c2ccc(OC)c(OC)c2)N=C1C | 0.3 | 0.1 | -4.8 | -4.8 | -12.8 | 0.4 | -2.5 | -11.2 | -5.0
35 | O=C(CN1CCCCC1)Nc1nnc(-c2ccc([N+](=O)[O-])cc2)s1 | 0.2 | . | -46.8 | . | -28.5 | 0.8 | -0.7 | -12.9 | -2.1
36 | COc1ccccc1NC(=O)c1cc2n(n1)C(C(F)(F)F)CC(c1ccc3c(c1)OCO3)N2 (stereo not given) | 1.0 | 1.3 | -96.7 | 0.7 | -8.4 | 1.0 | -9.8 | 18.7 | -1.6
37 | Cc1nnc2ccc(-c3ccc(NC(=O)Cc4cccs4)cc3)nn12 | 0.0 | 2.2 | -57.3 | -17.6 | -13.7 | 38.4 | 1.2 | 18.4 | 8.5
38 | Cc1occc1C(=O)N/N=C/c1ccc(Cl)c([N+](=O)[O-])c1 | 0.7 | 5.1 | 1.2 | . | -5.1 | 4.4 | 7.9[fluorescence artefact?] | -28.2 | 4.6
39 | O=C1CC(N(O)c2ccccc2)C(=O)N1c1cc(Cl)cc(Cl)c1 (stereo not given) | 1.5 | 15.4 | 15.0 | 0.8 | -4.7 | 0.3 | 3.7 | -33.2 | 8.1
40 | COc1ccc(S(=O)(=O)N2CCCCC2)cc1NC(=O)C1CCCO1 (stereo not given) | 0.8 | 1.2 | -20.3 | 5.6 | 1.8 | 21.0 | -16.5 | 3.7 | -0.5
41 | COC(=O)c1[nH]c2ccc(Br)cc2c1NC(=O)Oc1ccccc1 | 0.0 | 23.9 | -18.6 | 2.8 | 1.2 | 1.9 | 2.0 | -10.1 | -8.2
42 | Cc1cc(C(F)(F)F)nn1C(=O)c1cccnc1Cl | 0.8 | 9.4 | 18.5 | 0.1 | -3.8 | 1.7 | 1.6 | 4.3 | 1.8
43 | CN(C(=O)CSc1cc(C(=O)c2nccn2C)c2ccccc2n1)c1ccccc1 | 2.1 | 7.5 | 12.4 | 10.4 | -23.6 | 8.6 | 6.0 | -4.8 | -12.1
44 | Cn1cc(CN2CCC(C(O)CCc3ccccc3)CC2)c(-c2ccccc2F)n1 (stereo not given) | -0.8 | 2.5 | 1.3 | . | 9.4 | 4.4 | -8.6 | -12.0 | 1.0
45 | CCCN1C(=O)c2cc(C(=O)Nc3ccc(OC)cc3OC)ccc2C1Nc1ccc(OC)cc1OC (stereo not given) | 0.3 | -0.9 | -0.4 | . | -17.4 | -8.7 | 18.5 | -6.0 | 4.1
46 | CN(C)CCN1CCc2ccccc21 | -0.5 | 2.8 | -21.4 | 2.7 | -3.0 | 3.0 | 14.1 | 10.6 | 1.6
47 | COc1ccnc(Nc2cccc(C)c2)c1C#N | -0.1 | 3.5 | 12.4 | 0.6 | 0.6 | 2.2 | -20.3 | 13.9 | -2.9
48 | CCOC(=O)CCCNC(=O)COC(=O)CCC(=O)c1ccc(F)cc1 | -0.2 | 10.9 | -18.0 | 6.4 | 29.1 | 3.2 | -1.4 | 5.0 | 5.7

Entries of single compounds as entered above. Screens in order: L929 necroptosis	PGE2 EP2 inh	m-calpain inh	Rad51 HR inh	Tb hexokinase	Hck Nef HTS	14-3-3 Bad PPI	EP2 mod	eIF4E-4G inh
CC(=O)Nc1nnc(SCc2ccc(C(=O)Nc3ccccc3F)cc2)s1 in the list: 1.7	3.6	-19.6	-28.2	-5.1	20.8	-16.9	-54.7	-3.0
O=C(NC(=S)Nc1cccc(NC(=S)NC(=O)c2ccco2)n1)c1ccco1 in the list: -0.4	9.4	16.6	-3.9	-19.6	27.8	49.0	30.7	-1.2
CCCN1C(=O)c2cc(C(=O)Nc3ccc(OC)cc3OC)ccc2C1Nc1ccc(OC)cc1OC (stereo not given) in the list: 0.3	-0.9	-0.4	.	-17.4	-8.7	18.5	-6.0	4.1
Cn1cc(CN2CCC(C(O)CCc3ccccc3)CC2)c(-c2ccccc2F)n1 (stereo not given) in the list: -0.8	2.5	1.3	.	9.4	4.4	-8.6	-12.0	1.0
